APP transl inh: APP translation inhibition; SH-SY5Y APP 5'UTR-luciferase reporter, luminescence; inhibition, % at 2 µM; 190,000 compounds, 0.82% hits; AID 1285;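 active means inhibition above a set limit, derived from the sample mean plus 3 SD, cut at about 45% in these data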; further: values of inactives mirror those of a sister screen read the other way
TNAP inh no acc: inhibitors of human TNAP without phosphate acceptor; inhibition, % at 20 µM; 200,000 compounds, 0.26% hits; purified TNAP, CDP-star luminescence, 30 min;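 active means tissue-nonspecific alkaline phosphatase inhibition above about 50% at 20 µM in the single-dose screen, limit read from the data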;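 further: 0% = DMSO negative control and 100% = EDTA positive control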
Target sequence (P05186 whole entry, looked up): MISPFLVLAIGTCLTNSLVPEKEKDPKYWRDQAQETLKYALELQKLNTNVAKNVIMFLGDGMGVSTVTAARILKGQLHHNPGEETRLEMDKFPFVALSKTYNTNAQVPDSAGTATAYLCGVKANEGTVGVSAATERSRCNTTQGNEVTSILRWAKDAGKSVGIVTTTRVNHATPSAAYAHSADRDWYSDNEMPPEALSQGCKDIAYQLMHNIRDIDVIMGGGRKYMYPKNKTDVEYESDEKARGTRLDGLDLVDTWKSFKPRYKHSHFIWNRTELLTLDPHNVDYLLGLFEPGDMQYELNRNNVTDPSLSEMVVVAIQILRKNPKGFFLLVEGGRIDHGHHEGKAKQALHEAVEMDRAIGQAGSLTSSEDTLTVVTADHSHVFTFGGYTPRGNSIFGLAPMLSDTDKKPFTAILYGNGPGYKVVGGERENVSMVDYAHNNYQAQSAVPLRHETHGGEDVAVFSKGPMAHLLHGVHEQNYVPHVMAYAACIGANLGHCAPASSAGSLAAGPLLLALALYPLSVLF
TNAP inh hiacc: TNAP (human) inhibition, high acceptor. P05186. purified TNAP, CDP-star luminescence, 1 M DEA. inhibition, % at 20 µM. 200,000 compounds, 0.03% hits;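 active means over 50% inhibition of tissue-nonspecific alkaline phosphatase at 20 µM in the single-dose screen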;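 further: plate controls were DMSO wells for no effect and EDTA-quenched wells as full inhibition for full effect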
TNAP act hiacc: increases human TNAP activity under high phosphate acceptor concentration | 200,000 tested, under 10 active | purified TNAP, CDP-star luminescence, 1 M DEA, 30 min; stronger effect = higher value; 0 = EDTA background, 1 = DMSO-only activity | activation factor at 20 µM | P05186;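 active means activation factor at least 2 at 20 µM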
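Control set: EDTA negative control, DMSO positive control / Assay system: human TNAP / Quantity: TNAP 1/800 final / Evaluation: TNAP activation factor scaled between EDTA and DMSO control wells / Measured by: luminescent substrate turnover signal / Compound dosing: one dose, 20 µM / Times: 30 min enzyme reaction at room temperature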
Lmaj promast: reduces viability of Leishmania major promastigotes. 200,000 compounds, 9% hits. inhibition, % at 10 µM. resazurin fluorescence viability; in the data active means inhibition above about 50%;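 further: promastigotes grown with compound for 44 hours at 28 °C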
FLuc inh counter: Photinus pyralis luciferase inhibition counter-screen; P08659; ATPLite firefly luciferase biochemical luminescence, 10 min; inhibition, % at 10 µM; 200,000 compounds, 1.5% hits;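 active means inhibition above about 50% when tested at 10 µM, limit read from the data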
Target sequence (P08659 whole entry, looked up): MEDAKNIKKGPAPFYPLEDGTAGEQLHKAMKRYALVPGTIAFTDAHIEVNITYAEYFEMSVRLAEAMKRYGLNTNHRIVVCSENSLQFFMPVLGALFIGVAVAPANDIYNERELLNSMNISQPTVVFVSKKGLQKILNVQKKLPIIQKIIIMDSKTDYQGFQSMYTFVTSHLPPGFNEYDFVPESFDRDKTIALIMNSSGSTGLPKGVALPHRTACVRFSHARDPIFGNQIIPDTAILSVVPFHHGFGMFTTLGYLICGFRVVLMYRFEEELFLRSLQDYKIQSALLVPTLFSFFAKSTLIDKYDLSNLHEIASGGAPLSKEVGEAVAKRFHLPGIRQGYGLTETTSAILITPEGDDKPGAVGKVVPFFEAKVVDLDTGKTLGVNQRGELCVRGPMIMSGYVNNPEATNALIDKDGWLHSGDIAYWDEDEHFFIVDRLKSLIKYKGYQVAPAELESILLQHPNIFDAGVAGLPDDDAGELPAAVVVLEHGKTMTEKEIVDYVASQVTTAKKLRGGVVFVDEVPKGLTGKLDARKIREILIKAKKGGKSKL
bIAP act: increases bovine intestinal alkaline phosphatase activity; activation factor at 20 µM; purified bovine IAP, CDP-star luminescence, 30 min; stronger effect = higher value; fold of DMSO-control signal, blank-subtracted; 200,000 compounds, 0.17% hits;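 active means activation factor of 2 or more at 20 µM, a signal rise over negative controls twice the positive control's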
FLuc act counter: firefly luciferase counter-screen for stimulation assays; activation factor at 10 µM; AID 1027; 200,000 tested, under 10 active; ATPlite luciferase biochemical, luminescence, 10 min; 0 = ATP-free wells, 1 = DMSO control;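 active means luciferase activation factor, scaled between plate controls, of at least 2 with compound at 10 µM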
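Assay system: Luciferase/luciferin reagent mix; Medium: PBS as buffer for the ATP substrate; Dosing: test compounds dosed from 2 mM stocks in 100% DMSO; Times: 10 min, room temperature; Signal: luminescence from luciferase reaction; Read-out: luciferase activation; Controls: No-ATP low control, compound-free enzyme-plus-ATP high control.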
bIAP inhibitor: blocks bovine intestinal alkaline phosphatase activity. 190,000 tested, under 10 active. inhibition, % at 20 µM. purified bovine IAP, CDP-star luminescence, 30 min;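 active means over 50% inhibition of intestinal alkaline phosphatase at 20 µM in the single-dose screen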
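System: purified bovine intestinal alkaline phosphatase (IAP) enzyme; Input: IAP diluted 1/65,000,000 in the well; Measured by: CDP-star luminescence signal; Compound dosing: 20 µM single dose; Incubation: 30 min reaction at room temperature.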
RAM inhibit: blocks the yeast RAM network; S. cerevisiae dse1pr::URA3 reporter, 5-FOA growth OD615, 2 d; analog-sensitive cbk1-as2 kinase mutant strain; inhibition, % at 50 µM; 190,000 compounds, 1.8% hits; AID 868;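 active means inhibition above a set limit, 3 SD over mean compound inhibition, cut at about 8.4% in these data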;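 further: 0% = DMSO-only wells with no growth and 100% = 10 µM 1-NA-PP1 full growth; inhibition rescues growth on 5-FOA so higher OD means more RAM inhibition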
An asterisk follows results filed as active.

Structure	APP transl inh	TNAP inh no acc	TNAP inh hiacc	TNAP act hiacc	Lmaj promast	FLuc inh counter	bIAP act	FLuc act counter	bIAP inhibitor	RAM inhibit
CC1=NCCN1S(=O)(=O)c1ccc(Br)c(C)c1	6	3	-5	1.1	6	-6	1	1.1	1	1.5
COc1cc(OC)c(OC)cc1/C=N/NC(=S)NCCN1CCOCC1	4	-12	-3	1	2	-3	0.9	1	6	1.6
CCOc1ccccc1-c1nnc(SCC(=O)NC2CC3CCC2C3)n1CC (stereo not given)	-1	-14	-4	1	-7	-10	1	1.1	4	1.0
CCNCc1cc(OCC)c(OCC(=O)NCCc2ccccc2)cc1Cl	2	-1	1	1	99*	-1	1.1	1	-6	0.8
CCCCNC(=O)c1onc(CSc2ccc(C(C)C)cc2)c1C(=O)O	2	3	-2	1	-11	-9	1	1.1	3	0.9
COc1c2c(nc3ccccc13)OC(C(C)(O)CO)C2 (stereo not given)	15	-3	-1	1	-6	-5	1	1.1	4	-0.1
O=[N+]([O-])c1ccc(OCCn2cnc3ccccc32)cc1	-24	2	-5	1.1	5	-7	1	1.1	0	0.1
COc1ccc(C(=O)Nn2c(SCC(=O)NCc3ccco3)nc3ccccc3c2=O)cc1	-77	-3	-3	1	-6	54*	1	0.5	-2	5.7
COc1ccc(-c2nc(CN3CCN(c4ncnc5ccccc45)CC3)c(C)o2)c(OC)c1	1	-11	-8	1.1	3	-8	0.9	1.1	9	1.8
CN(Cc1ccccc1)CC(O)COc1ccc(CNCCOc2cccnc2)cc1 (stereo not given)	1	-5	-5	1.1	84*	-7	0.9	1.1	11	1.8
O=C(CSCc1ccc([N+](=O)[O-])cc1)Nc1ccc(S(=O)(=O)N2CCCCCC2)cc1	-7	0	3	1	8	-6	0.9	1.1	14	10*
O=C(O)CCCN(Cc1cccc(Br)c1)S(=O)(=O)c1ccc(Br)cc1	-2	-6	-3	1	4	-4	1.1	1	-8	8.2
Cc1cccc(NC(=S)NC2CC3CCCC(C2)N3Cc2ccccc2)c1C (stereo not given)	-4	-31	-10	1.1	87*	-6	1	1.1	-3	-1.2
Cc1cc(=O)oc(C)c1C(=O)N1CCN(C(c2ccccc2)c2ccccc2)CC1	-27	10	-3	1	2	-5	1.1	1.1	-14	0.2
Nc1nnnn1/N=C\c1ccc(Cl)c([N+](=O)[O-])c1	-14	-4	-4	1	0	-6	1	1.1	3	5.8
COc1ccc(-c2nc(N3CCC(C)CC3)[nH]c(=O)c2C#N)cc1	4	-10	-4	1	3	-6	0.9	1.1	12	5.5
CCN(CC)CCN1C(=O)c2oc3ccccc3c(=O)c2C1c1ccc(C)cc1 (stereo not given)	-12	6	-4	1	2	-9	1	1.1	0	0.1
O=c1cc(N2CCCCC2)c2ccccc2o1	-2	-9	-6	1.1	0	0	0.9	1	6	0.6
Nc1nc2nccc(-c3ccco3)n2n1	-20	-15	-3	1	-1	-8	1	1.1	-2	1.5
CCN(CC)S(=O)(=O)c1cccc(C(=O)OCC(=O)N2CC(=O)Nc3ccccc32)c1	-4	6	1	1	-9	-3	1	1	3	-0.7
CCOC(=O)N(Cc1ccccc1)C(C(=O)O)C(C(=O)O)N(Cc1ccccc1)C(=O)OCC (stereo not given)	-2	-10	-1	1	-5	3	1.3	1	-28	0.6
COc1ccc(N2CCN(CCNS(=O)(=O)c3cccc4nsnc34)CC2)cc1	2	-9	-3	1	-4	-3	0.9	1	7	0.0
O=C(Nc1cccc(S(=O)(=O)C(F)F)c1)c1ccc(S(=O)(=O)N2CCCC2)cc1	-8	-5	-3	1	34	-3	0.9	1	14	2.1
Cc1cc(C)c(C(N)=O)c(Nc2cccc(Cl)c2C)n1	1	-8	3	1	-2	0	0.8	1	17	-0.8
C/C(CC(=O)NCCCN1CCOCC1)=N\NC(=O)COc1ccc(C)cc1	6	-21	1	1	-5	-7	0.9	1.1	10	0.9
Cc1ccccc1OCC(=O)NC(=S)Nc1ccc2c3c(cccc13)CC2	-10	-16	-3	1	-2	0	0.8	1	25	3.4
COc1ccc(Cl)cc1NC(=O)C1CCCN(S(=O)(=O)c2cccc3nonc23)C1 (stereo not given)	-8	-4	1	1	-2	-1	0.9	1	12	4.5
CCN(c1ccccc1)S(=O)(=O)c1ccc(F)c(C(=O)O)c1	3	-4	4	1	-7	6	1	0.9	3	0.7
Cc1cc(OCC(=O)NCCN2CCOCC2)cc(C)c1Br	2	1	4	1	2	-1	1	1	-4	1.5
Cc1ccc(S(=O)(=O)N2CC3(C)CN(S(=O)(=O)c4ccc(C)cc4)CC(C)(C2)C3O)cc1 (stereo not given)	3	-2	-9	1.1	-7	-12	1	1.1	0	5.5
C=CCCCOc1ccc(C(=O)O)cc1	-7	-12	-5	1	-5	-3	0.9	1	8	-0.2
FC(F)(F)c1nnc2ccc(NCc3cccnc3)nn12	-10	-1	1	1	6	-3	1.1	1	-9	0.2
Cc1ccc(Cl)cc1NC(=O)COC(=O)C1CCCC1	-4	-10	-2	1	23	1	0.8	1	20	1.2
CCS(=O)(=O)c1ccc(N=Nc2ccc(O)c3ncccc23)c(OC)c1	63*	41	46	0.5	100*	10	1	0.9	3	3.9
CCc1ccc2c(c1)C(c1ccc([N+](=O)[O-])cc1)=NNC(c1ccc(F)cc1)=N2	-31	-12	0	1	5	-3	0.8	1	15	3.7
CC(=O)Nc1ccc(S(=O)(=O)NCC(C)NS(=O)(=O)c2ccc(NC(C)=O)cc2)cc1 (stereo not given)	0	-8	-1	1	-7	-8	0.9	1.1	8	-0.3
Oc1cc(Cc2ccccc2)cnc1CN1CCOCC1	-5	-6	-2	1	-9	-3	0.9	1	6	0.7
O=C(NCCCl)Nc1cc([N+](=O)[O-])ccc1Cl	2	-12	-2	1	14	-7	1	1.1	-3	1.3
NS(=O)(=O)c1ccc(NC(=S)NC(=O)c2cccnc2)cc1	15	-4	0	1	-2	-2	1	1	0	0.1
CN1CCN(C(=O)c2cc3nc(-c4ccco4)cc(C(F)(F)F)n3n2)CC1	-8	-8	-7	1.1	-3	-7	1	1.1	-2	2.2
CCC(OCC(O)CN1CCN(CCN2C(=O)c3cccc4cccc(c34)C2=O)CC1)c1ccccc1 (stereo not given)	-15	-6	-3	1	97*	-4	0.9	1	6	3.8
CC(=O)N1CCN(S(=O)(=O)c2ccc(Cl)cc2F)CC1	-11	-6	-7	1.1	-4	-9	1	1.1	0	1.2
O=C(CN1C(=O)c2ccccc2C1=O)N1CCN(C2c3ccccc3-c3ccccc32)CC1	-4	-3	-1	1	27	-6	1	1.1	1	0.9
Cc1csc(NC(=O)CCNS(=O)(=O)c2ccc3c(c2)c(=O)n(C)c(=O)n3C)n1	-14	0	-5	1.1	-3	0	0.9	1	8	-0.4
CC(C)CNc1oc(-c2ccccc2Cl)nc1C#N	-9	-8	-9	1.1	5	-4	0.8	1	22	1.9
CC(=O)Nc1ccc(OC(=O)C(CCS(C)(=O)=O)N2C(=O)c3ccccc3C2=O)cc1 (stereo not given)	18	-5	1	1	91*	-4	1	1	4	0.1
Cc1ccc2cc(/C=N/NC(=O)CN3CCOCC3)c(Cl)nc2c1	-7	-20	-3	1	9	0	0.9	1	8	-0.5
O=C(O)CCCC(=O)Nc1cccc(-c2nc3ccccc3[nH]2)c1	-4	-12	-8	1.1	1	16	0.9	0.8	12	0.5
COC(=O)c1c(NC(=O)C2C3CCC(C3)C2C(=O)O)sc2c1CCCCC2 (stereo not given)	-13	-9	-6	1.1	-6	-2	0.9	1	6	1.2
CS(=O)(=O)N1CCC(C(=O)N2CCC(Cc3ccccc3)CC2)CC1	-22	-10	-7	1.1	1	1	1	1	-2	0.0
Cc1nc2cc(F)ccc2n1C1CCN(S(=O)(=O)c2ccccc2)CC1	7	-9	-4	1	13	-2	1	1	3	2.0
COC(=O)C1(C)NC(c2ccco2)C2C(=O)N(c3ccc(F)cc3)C(=O)C21 (stereo not given)	0	-5	-2	1	-6	-7	1	1.1	2	-0.2
Clc1ccc(-c2nnc(SCc3cn4ccsc4n3)n2CC2CCCO2)cc1 (stereo not given)	5	-5	-3	1	-5	-1	1.1	1	-7	0.3
O=S(=O)(NCc1ccccc1)NCc1cccc(C(F)(F)F)c1	-23	-23	-2	1	-2	4	1.1	1	-9	1.7
CCOc1ccc(N(CCC#N)S(=O)(=O)c2ccc(OC)cc2)cc1	-7	-12	-5	1.1	1	-7	0.9	1.1	6	3.0
CCOC(=O)c1ccc(-n2c(=O)[nH]c3ccccc3c2=O)cc1	7	-8	-3	1	0	-2	1	1	5	3.0
Nc1ccccc1Nc1cccc(C(F)(F)F)c1	7	-8	-1	1	9	-2	0.9	1	7	-1.0
O=C1COc2ccc(C(=O)COC(=O)c3sc4ccccc4c3Cl)cc2N1	11	-10	-1	1	-9	-6	1	1.1	-3	3.6
NNC(=O)c1ccc(CSc2nc3ccccc3s2)cc1	-2	-10	-5	1.1	4	-6	1	1.1	0	0.2
CCc1c(C(C)S(=O)(=O)c2ccc(C)cc2)[nH]c(=O)n1-c1ccc(OC(F)(F)F)cc1 (stereo not given)	14	0	-3	1	10	0	1.1	1	-10	0.3

(cont.)
Structure	APP transl inh	TNAP inh no acc	TNAP inh hiacc	TNAP act hiacc	Lmaj promast	FLuc inh counter	bIAP act	FLuc act counter	bIAP inhibitor	RAM inhibit
COC(=O)c1ccc(N2OC3(C)C=CC2CC3)cc1 (stereo not given)	-28	-6	-2	1	-10	32	1	0.7	-2	1.0
Cn1nnnc1SCc1ccccc1F	-14	-7	-7	1.1	-1	-7	0.8	1.1	19	1.2
COc1cc(-c2nc3n(n2)C(c2ccncc2)C(C(N)=O)=C(C)N3)cc(OC)c1OC (stereo not given)	-12	-13	-7	1.1	2	-5	1	1	4	-0.1
Cc1cc(C(=O)CCC(=O)N2CCN(S(=O)(=O)c3cccs3)CC2)c(C)s1	6	-11	-6	1.1	88*	-5	1	1.1	1	2.6
O=C(NCc1ccccc1)[C@@H]1CSC2c3ccccc3C(=O)N21 (stereo not given in full)	-2	-1	1	1	-7	-2	1	1	3	-0.1
Cc1nc2ccccc2c(C)c1C(=O)c1ccccc1	-11	-3	-3	1	-4	-7	1	1.1	-5	0.3

Results in bIAP inhibitor and TNAP inh hiacc (three entries from above):
Molecule,bIAP inhibitor,TNAP inh hiacc
Cc1cc(C(=O)CCC(=O)N2CCN(S(=O)(=O)c3cccs3)CC2)c(C)s1,1,-6
O=C(NCc1ccccc1)[C@@H]1CSC2c3ccccc3C(=O)N21 (stereo not given in full),3,1
Cc1nc2ccccc2c(C)c1C(=O)c1ccccc1,-5,-3

Compound activity deposited in PubChem by several laboratories.
